GPR151 activ – activates the human receptor GPR151; Q8TDV0; PathHunter beta-arrestin GPR151 cells, luminescence; activation, % at 11.2 µM; 650,000 compounds, 1% hits; in the data active = activation above about 4.9%;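 also: 0% = median of compound wells and 100% = cells with positive control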
Target sequence (Q8TDV0 whole entry, looked up): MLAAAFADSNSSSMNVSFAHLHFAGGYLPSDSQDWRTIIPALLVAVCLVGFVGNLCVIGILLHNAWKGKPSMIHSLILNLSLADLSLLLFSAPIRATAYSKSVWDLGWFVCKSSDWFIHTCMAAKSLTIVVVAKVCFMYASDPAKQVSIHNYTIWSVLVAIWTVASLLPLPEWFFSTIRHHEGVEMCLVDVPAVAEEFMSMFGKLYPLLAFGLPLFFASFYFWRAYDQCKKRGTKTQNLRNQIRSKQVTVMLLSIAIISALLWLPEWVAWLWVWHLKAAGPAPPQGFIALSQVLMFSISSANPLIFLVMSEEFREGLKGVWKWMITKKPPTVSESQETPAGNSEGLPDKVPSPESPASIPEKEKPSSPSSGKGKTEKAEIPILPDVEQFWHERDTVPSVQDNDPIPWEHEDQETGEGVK
FBW7 act – activators of human E3 ligase FBW7. AlphaScreen FBW7–phospho-cyclin E peptide binding, activator screen. normalized activity (activation), % at 26.1 µM. 650,000 compounds, 0.13% hits; in the data active = normalized activity above about 1.9%;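 also: purified mutant Fbw7 with reduced substrate affinity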
MITF inh – inhibitors of human MITF | inhibition, % at 2.6 µM | AID 1259374 | AlphaScreen MITF homodimerization, bead proximity signal | 650,000 compounds, 0.91% hits; in the data active = inhibition above about 50%;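 also: 0% = vehicle wells with protein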
Target sequence (O75030 whole entry, looked up): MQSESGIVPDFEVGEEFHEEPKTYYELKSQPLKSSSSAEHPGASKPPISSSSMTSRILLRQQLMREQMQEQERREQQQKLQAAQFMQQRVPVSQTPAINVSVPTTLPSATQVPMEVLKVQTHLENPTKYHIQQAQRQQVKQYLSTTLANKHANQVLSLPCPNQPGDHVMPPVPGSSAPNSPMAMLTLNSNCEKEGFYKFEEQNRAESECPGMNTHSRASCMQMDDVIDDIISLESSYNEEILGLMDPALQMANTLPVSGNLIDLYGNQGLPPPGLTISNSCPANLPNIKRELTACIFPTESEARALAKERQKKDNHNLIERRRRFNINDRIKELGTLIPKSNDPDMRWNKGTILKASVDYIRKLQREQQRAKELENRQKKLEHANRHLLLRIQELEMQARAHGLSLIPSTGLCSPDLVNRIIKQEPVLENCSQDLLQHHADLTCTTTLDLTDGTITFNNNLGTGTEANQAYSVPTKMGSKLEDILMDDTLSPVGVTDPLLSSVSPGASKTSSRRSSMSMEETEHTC
TEAD-YAP block – TEAD-YAP interaction inhibition | AID 1259422 | 640,000 compounds, 1.4% hits | inhibition, % at 9.12 µM | HEK-TIYL cells, TEAD-Gal4/YAP UAS-luciferase luminescence; in the data active = inhibition above about 32%;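 also: 0% = median of test compound wells and 100% = reference inhibitor wells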
* hit, by the source's call; & = joins results of further samples.

SMILES | GPR151 activ | FBW7 act | MITF inh | TEAD-YAP block
CCCCCCCC(=O)NNC(=O)c1c(O)c2ccccc2[nH]c1=O | 0.2 | 0.2 | 6.8 | 5.0
CCN1CCN(C(=O)c2cc(C(c3ccccc3)c3ccccc3)no2)CC1 | 1.4 | -0.7 | 3.7 | 7.8
OCCN1CCN(c2ncnc3c2c(-c2ccccc2)cn3-c2ccc(Cl)cc2)CC1 | 0.3 | -0.2 | -3.9 | -3.0
COCC(=O)NC(CC(C)C)c1nnc2n1CCN(Cc1cc(F)cc(F)c1)CC2 (centres undefined) | 0.5 | -0.1 | -5.5 | -1.7
O=C(CN1C(=O)c2cccc3cccc1c23)Nc1ccc(Cl)c(Cl)c1 | 0.7 | -0.1 | -5.5 | 0.8
CCOC(=O)c1c(NC(=O)C(C)Sc2nnc(CNC(=O)COc3ccc(Cl)cc3)n2C)sc2c1CCCC2 (centres undefined) | -0.8 | -0.1 | 7.4 | 3.5
Cc1[nH]nc2c1C(CCc1ccccc1)C(C#N)=C(N)O2 (centres undefined) | 1.7 | 0.0 | -1.8 | 3.7
CCN(CC(=O)N1CCCC1)S(=O)(=O)c1ccc2ccccc2c1 | 1.0 | 0.1 | 0.5 | 8.2
N#Cc1ccccc1NC(=O)COC(=O)c1cccnc1Nc1cccc(C(F)(F)F)c1 | -2.7 | 0.4 | 13.5 | 5.5
CCOc1ccc(NC(=O)Nc2nnc(CC(=O)Nc3cccc(C)c3)s2)cc1 | -0.5 | 0.0 | -12.8 | 7.2
Cc1cccc(-n2c(SCC(N)=O)nc3c(c2=O)C2(CCCCC2)Cc2ccccc2-3)c1 | -0.7 | 0.3 | 11.7 | 1.3
Cn1nccc1Nc1ccc(N2CCC(C(=O)NCc3cccc(C(F)(F)F)c3)CC2)nn1 | 5.2* | 0.0 | -3.3 | 10.8
Nc1nnc(SCCCC(=O)c2ccc(Br)cc2)s1 | 0.2 | 0.5 | 7.7 | -18.3
CNc1nc(Nc2ccccc2C(F)(F)F)nc(OC(C(F)(F)F)C(F)(F)F)n1 | -2.5 | 0.2 | 12.1 | 13.8
COc1ccc(OC)c(NC(=O)CSc2nnnn2C2CCCCC2)c1 | 0.1 | -0.1 | 8.5 | 5.0
Cn1c(=O)c(=O)n(C)c2cc(S(=O)(=O)NCCc3ccccc3)ccc21 | 0.1 | 0.1 | -1.2 | 5.5
COc1cc(C2=N/C(=C\c3ccc(F)cc3)C(=O)O2)cc(OC)c1OC | 2.4 | -0.1 | -6.2 | 0.1
COc1ccc(NC(=O)NCc2ccc(Cl)c(Cl)c2)cc1OC | 4.4 | -0.1 | 19.3 | -15.5
O=C(CSc1nccn1-c1ccccc1)Nc1nc2ccccc2s1 | 1.2 | -0.1 | 2.4 | -45.6
O=C(C1CC1)N(CCn1cccn1)c1nc2ccccc2s1 | -0.5 | 0.0 | 2.2 | -10.9
CCn1cc(C(=O)O)c(=O)c2cnc(N3CCN(C(=S)NC(=O)c4ccc(OC)cc4)CC3)nc21 | -0.2 | -0.1 | -4.3 | -1.8
CNCCCCOc1c(C)cc(Br)cc1C | 0.7 | 0.1 | 22.9 | -3.7
CCSc1nnc2ccc(-c3ccccc3)nn12 | 0.0 | 0.2 | 22.4 | -7.6
Nc1nc(NCCc2ccc(O)cc2)cc(Nc2ccccn2)n1 | -0.2 | -0.1 | -6.2 | -9.1
Cc1ccc(-n2c3c(cc(C(=O)Nc4ccc(N(C)C)cc4)c2=O)C(=O)CCC3)cc1 | -0.2 | 0.4 | 9.5 | -2.8
Cc1nc(CNC(=O)CC2C(=O)NCCN2C)sc1C (centres undefined) | -1.5 | 0.3 | 3.4 | 9.8
COc1ccc(-n2nc(C(=O)Nc3ccc(F)cc3Cl)c3ccccc3c2=O)cc1 | -0.2 | 0.2 | 11.6 | -1.6
CCOC(=O)c1c(-c2ccccc2)oc2c1cc(OC(=O)c1ccccc1Cl)c1ccccc12 | 0.3 | 0.1 | 5.0 | 4.2
COc1ccccc1C(=O)OC(C)CN1CCCCC1 (centres undefined) | 2.0 | 0.0 | -4.0 | 1.0
Cn1cc(-c2nc(-c3ccncc3)no2)c(=O)c2cc(F)ccc21 | 1.0 | -0.1 | -2.2 | 1.6
Cc1c(Cl)c([N+](=O)[O-])nn1CCCC(=O)Nc1ccc(C#N)cc1 | -0.5 | 0.0 | -23.7 | 8.6
O=C(CC1(c2ccccc2)CC(=O)N(CC2CCCCC2)C1=O)N1CCSCC1 (centres undefined) | 0.0 | 0.6 | 11.3 | -11.7
Cn1c(NCc2ccco2)nc2c1c(=O)n(Cc1ccc(Cl)cc1Cl)c(=O)n2C | 1.5 | -0.1 | -17.0 | 1.8
CN1CCc2c(sc(-n3cccc3)c2C#N)C1 | 1.5 | -0.1 | 8.8 | -1.6
O=C(O)C1C2C=CC(C2)C1C(=O)Nc1cccc([N+](=O)[O-])c1 (centres undefined) | -1.3 | -0.1 | -6.3 | -1.4
CN(C)c1ccccc1-c1cncc(-c2ccc(O)cc2)n1 | -1.4 | 0.3 | 11.4 | 7.5
CCOC(=O)/C(=C/c1ccc(N2CCC(c3ccccc3)=N2)cc1)C(C)=O | -1.6 | 0.0 | 2.4 | 19.0
COc1cc2c(cc1OC)C(COc1ccc([N+](=O)[O-])cc1)N(C(=O)c1ccc(C)cc1)CC2 (centres undefined) | 2.8 | -0.2 | -0.4 | 6.0
Cc1cc2ccccc2n1CCNC(=O)C(C)C | -0.5 | 0.1 | 23.7 | 3.4
CCOC(=O)c1sc(NC(=O)COc2ccc3c(C)cc(=O)oc3c2)c(C(=O)OCC)c1C | 3.2 | 0.5 | -0.9 | -12.3

Structures from the list above containing an NH in an aromatic ring (2):
SMILES | GPR151 activ | FBW7 act | MITF inh | TEAD-YAP block
CCCCCCCC(=O)NNC(=O)c1c(O)c2ccccc2[nH]c1=O | 0.2 | 0.2 | 6.8 | 5.0
Cc1[nH]nc2c1C(CCc1ccccc1)C(C#N)=C(N)O2 (centres undefined) | 1.7 | 0.0 | -1.8 | 3.7

Remaining list, next part
SMILES | GPR151 activ | FBW7 act | MITF inh | TEAD-YAP block
CCCN1CN=C(Nc2nc(C)c3ccc(C)cc3n2)NC1 | 1.3 | 0.2 | 29.2 | 8.8
N#C/C(=C(/O)c1cccc(Oc2ccccc2)c1)c1nc2ccccc2s1 | 0.8 | 0.1 | 5.8 | -2.9
Cc1cc(C(=O)NCCC2=CCCCC2)c(C)o1 | -1.5 | 0.4 | -19.2 | -58.8
CN1CCN(CC(=O)N2c3ccccc3Sc3ccccc32)CC1 | 2.2 | 0.0 | 0.9 | 2.9
COc1ccc2sc(Nc3nnc(-c4ccccc4)o3)nc2c1 | -0.1 | 0.5 | 11.5 | -1.8
CCCCNC(=O)c1cc2cc3ccc(OC)cc3nc2s1 | -3.7 | -0.1 | -6.5 | -37.0
CCc1nnc(NC(=S)Nc2ccccc2)s1 | -0.2&0.0 | 0.0&0.0 | 2.5&-2.1 | -36.2&-24.0
Cc1ccc(-c2csc(NC(=O)c3ccc(S(=O)(=O)N4CCc5ccccc54)cc3)n2)o1 | -1.4 | -0.2 | 21.8 | 24.9
O=C(CCN1CCN(Cc2ccccc2)CC1)NNC(=O)COc1ccc2ccccc2c1 | -1.1 | 0.1 | -12.0 | -12.2
C=CCNC(=O)C1CC1(c1cccc(C)c1)c1cccc(C)c1 (centres undefined) | -1.2 | 0.2 | 5.8 | 1.6
O=C(NCc1ccc(Cl)cc1)C1CCCO1 (centres undefined) | 3.3 | 0.1 | -50.0 | 2.3
Cc1c(C(=O)N2CCC(Cc3ccccc3)CC2)sc2ncn(Cc3cccc(F)c3)c(=O)c12 | 1.2 | 0.0 | -0.8 | 6.7
COc1cccc(C2Oc3ccccc3C3=C2C(c2ccccc2)n2ncnc2N3)c1 (centres undefined) | -0.8 | 0.0 | 2.3 | 8.8
CCCN(Cc1ccc(OC)c(OC)c1)CC1CC1 | 0.5 | -0.1 | -0.5 | -0.6
Nc1c(C(=O)N2CCOCC2)sc(=S)n1-c1ccccc1 | -0.2 | -0.1 | -4.7 | -3.0
Cc1cc(C)c(C)c(OCC(=O)O/N=C(\N)c2ccncc2)c1 | -1.4 | 0.0 | 9.5 | 3.3
COc1ccccc1N(CC(=O)Nc1ccc(C(C)C)cc1)S(C)(=O)=O | 0.0 | 0.3 | 14.4 | -8.5
Cc1cc(NC(=O)/C=C/C(=O)N(CC(=O)NC2CCCC2)c2ccc(F)cc2)no1 | 0.1 | 1.0 | 75.0* | 6.4
Cc1ccc(N(CC(=O)N(Cc2ccccc2)Cc2ccccc2)S(C)(=O)=O)cc1 | -0.5 | 0.1 | 0.2 | -0.4
Cc1ccc(Cn2c(=N)n(CC(=O)c3ccc(Cl)cc3)c3ccccc32)cc1 | 1.0 | 0.7 | -17.4 | -17.6
CCCN(CCC)S(=O)(=O)c1ccc(C(=O)Nc2sc3c(c2C(=O)OC)CCN(CC)C3)cc1 | 1.3 | 0.0 | -19.3 | 4.8
COc1ccccc1C1C=C(c2ccc(OC(F)F)cc2)Nc2ncnn21 (centres undefined) | 0.7 | 0.0 | 0.9 | -8.0
CN1CCN(C(=S)NC(=O)c2ccn(C)n2)CC1 | -0.5 | 0.1 | -1.3 | -0.3
CC(=O)NCCNC(=O)c1ccc2c(c1)S(=O)(=O)c1ccccc1C2=O | -0.9 | 0.0 | 0.5 | -8.3
C=CCNC(=O)C1CCC(=O)N1C(C)C (centres undefined) | 0.3 | 2.1* | -6.9 | -1.3
CCOC(=O)c1ccc(NC(=O)CSc2nnc(-c3ccc(OC)cc3)o2)cc1 | 1.7 | 0.1 | 4.8 | 5.8
COc1ccc(/C=C2\C(=O)NC(=O)N(c3cc(OC)c(Cl)cc3OC)C2=O)c(OC)c1 | -0.4 | 0.5 | 7.3 | 17.3
O=C(NCCC1=CCCCC1)C1CC(=O)N(C2CCCC2)C1 (centres undefined) | 5.5* | 0.0 | -1.3 | 0.0
Cc1ccc(C)c(N(CC(=O)NCC2CCCO2)C(=O)CCC(=O)Nc2nccs2)c1 (centres undefined) | 1.3 | 0.3 | 9.5 | 5.2
O=C(NCCCn1ncc2ccccc21)c1cc(COc2c(F)cccc2F)on1 | -0.3 | 0.4 | -2.7 | -4.0
Cc1ccc(OCC(O)CN2CCN(Cc3ccc4c(c3)OCO4)CC2)c(C)c1 (centres undefined) | 0.1 | 0.0 | 13.4 | 8.9
CSCCC(NC(=O)c1cc(CC(C)C)oc1C)C(=O)O (centres undefined) | 0.2 | 0.2 | -3.6 | -1.5
CCOc1cc2[nH]c(=S)n(CCC(OCC)OCC)c(=O)c2cc1OCC | 1.2 | 0.1 | 8.3 | -4.2
Cc1ccnc(NC(=O)C2CC(=O)N(c3ccc(C(C)C)cc3)C2)c1 (centres undefined) | -0.5 | 0.0 | 0.0 | 2.0
Cc1ccc(/C=N/NC(=O)CNC(=O)c2ccc(Cl)cc2Cl)o1 | -3.1 | 0.2 | 18.6 | -4.3
CN(Cc1ccsc1)Cc1c(C(=O)N(C)C)nc2ccc(Cl)cn12 | -0.7 | 0.1 | 8.8 | 10.7
Oc1ccc(-c2nc3cnccn3c2Nc2ccc3c(c2)OCCO3)cc1 | -0.5 | -0.1 | 7.6 | -1.5
CC1CCCN(c2nc3c(c(=O)[nH]2)CCN(Cc2ccc(F)cc2)C3)C1 (centres undefined) | -0.9 | 0.5 | -0.3 | -10.3
COc1cc(NC(=O)C2CCCCC2)c2ncccc2c1 | 5.3* | 0.0 | 4.6 | 4.7
O=C(CCC1CCCN(C(=O)CN2CCCCC2)C1)N1CCN(c2ccccn2)CC1 (centres undefined) | 0.7 | -0.2 | -2.5 | -1.8
CCCCCOc1ccc(/C=c2\sc3nc(-c4ccncc4)nn3c2=O)cc1OC | 1.0 | -0.2 | -13.8 | 1.7

Part of the list above in order of SMILES length, lowest first.
SMILES | GPR151 activ | FBW7 act | MITF inh | TEAD-YAP block
C=CCNC(=O)C1CCC(=O)N1C(C)C (centres undefined) | 0.3 | 2.1* | -6.9 | -1.3
CN1CCN(C(=S)NC(=O)c2ccn(C)n2)CC1 | -0.5 | 0.1 | -1.3 | -0.3
CN(Cc1ccsc1)Cc1c(C(=O)N(C)C)nc2ccc(Cl)cn12 | -0.7 | 0.1 | 8.8 | 10.7
CCOc1cc2[nH]c(=S)n(CCC(OCC)OCC)c(=O)c2cc1OCC | 1.2 | 0.1 | 8.3 | -4.2
CCOC(=O)c1ccc(NC(=O)CSc2nnc(-c3ccc(OC)cc3)o2)cc1 | 1.7 | 0.1 | 4.8 | 5.8
Cc1ccc(C)c(N(CC(=O)NCC2CCCO2)C(=O)CCC(=O)Nc2nccs2)c1 (centres undefined) | 1.3 | 0.3 | 9.5 | 5.2
